LDHA inh = qHTS assay for inhibitors of human lactate dehydrogenase; purified LDHA, NADH/diaphorase-resazurin fluorescence; active compounds read low; activity change, % (values are at about 110 or 230 µM); actives 0.15% (n = 480,000); AID 1347041, 2019; in the data active means activity change below about -30%; inconclusive means mostly about -25% to -30%;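 further: plate controls were DMSO wells for no effect and wells without enzyme for full effect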
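Human LDH5 (2 nM) was incubated with 0.06 mM NADH and 0.2 mM pyruvate for 5 min at room temperature in Tris pH 7.4. Remaining NADH was coupled through diaphorase/resazurin, and resorufin fluorescence was read at 0 and 20 min.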
Glioma ERSR ind = qHTS for Inducers of the Endoplasmic Reticulum Stress Response (ERSR) in Human Glioma: qHTS | U87-MG GRP78 promoter luciferase reporter, 16 h | Potency, µM, inactives show at the highest dose activation, usual class: activators | actives 0.02% (n = 420,000); further: potency means the concentration at half of the fitted maximal effect; series mostly up to about 76 µM; % of control where 0% means no effect; nearly all actives have a fitted effect of over 35% in size
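Stably transfected U87-MG human glioma cells carrying a GRP78-based luminescent sensor were seeded at 1000 cells/well, pin-dosed with compounds and incubated 16 h. Luciferase reagent was then added, and end-point luminescence was read after 10 min at room temperature.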
D2 agonist = HTS Assay for Allosteric Agonists of the Human D2 Dopamine Receptor: Primary Screen for Agonists. actives 0.53% (n = 340,000). HEK293 T-REx D2 cells, calcium flux agonist mode. AID 485358, 2010. D(2) dopamine receptor (Homo sapiens), P14416. activation, % at 2 µM;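 active means activation over 3 SD above normal in the single-dose calcium agonist read, cut at about 30% in these data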; further: 0% is about no effect
Target sequence (P14416 whole entry, looked up): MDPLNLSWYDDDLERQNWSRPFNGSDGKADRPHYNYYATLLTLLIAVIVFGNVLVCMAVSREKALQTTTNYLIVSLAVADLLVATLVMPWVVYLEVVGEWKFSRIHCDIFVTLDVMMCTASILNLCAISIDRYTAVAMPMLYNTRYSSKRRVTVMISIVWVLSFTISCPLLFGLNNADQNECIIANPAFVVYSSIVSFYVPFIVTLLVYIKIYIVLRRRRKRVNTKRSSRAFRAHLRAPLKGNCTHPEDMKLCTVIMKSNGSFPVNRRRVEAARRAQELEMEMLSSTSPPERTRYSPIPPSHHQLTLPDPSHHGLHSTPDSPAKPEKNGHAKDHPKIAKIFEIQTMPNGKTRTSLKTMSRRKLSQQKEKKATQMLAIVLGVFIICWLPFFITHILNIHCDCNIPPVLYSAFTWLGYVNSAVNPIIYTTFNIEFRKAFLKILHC
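Tetracycline-induced HEK293 Trex cells with D2 receptor force-coupled to calcium signaling, plated overnight at 30 C and loaded with no-wash calcium dye. Calcium flux read kinetically for 180 s after compound addition; responses flag agonists.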
ERG-DNA inh = qHTS for Small Molecule Inhibitors of the ERG Ets/DNA interaction; Transcriptional regulator ERG (Homo sapiens), P11308; fluorescence polarization, His-ERG Ets domain / labelled DNA; Potency, µM (highest dose often 76.9 µM), inactives show at the highest dose FP activity, negative = inhibition, actives largely listed as inhibitors; actives 0.028% (n = 370,000); active means well fitted inhibition curve with a large enough effect in the polarisation, with a control signal flat; inconclusive means small, poorly fitted or top-dose-only effect, or effect the other way, or a change in a side signal; inactive means no such curve, though single readings can be large or run the other way; the % refers to the polarisation;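 further: polarization taken with two DNA probes labelled with fluorescein and Texas red; potency means the concentration at half of the fitted maximal effect; % of control where 0% means no effect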
Target sequence (P11308 whole entry, looked up, the tested form may be a part): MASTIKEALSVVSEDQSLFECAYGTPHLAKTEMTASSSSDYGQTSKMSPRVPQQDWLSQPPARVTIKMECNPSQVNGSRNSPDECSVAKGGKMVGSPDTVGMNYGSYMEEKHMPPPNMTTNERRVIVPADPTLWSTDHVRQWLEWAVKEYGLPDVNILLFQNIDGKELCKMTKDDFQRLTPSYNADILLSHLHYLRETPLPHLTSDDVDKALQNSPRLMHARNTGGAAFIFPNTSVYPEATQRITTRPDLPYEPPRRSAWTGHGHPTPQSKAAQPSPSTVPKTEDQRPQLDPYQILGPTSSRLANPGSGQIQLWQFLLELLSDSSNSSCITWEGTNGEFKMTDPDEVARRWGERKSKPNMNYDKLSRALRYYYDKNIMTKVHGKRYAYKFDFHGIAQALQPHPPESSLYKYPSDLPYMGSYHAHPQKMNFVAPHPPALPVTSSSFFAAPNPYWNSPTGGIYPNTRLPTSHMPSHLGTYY
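His-tagged ERG Ets domain (1 uM in the protein solution; 300mM KCl, 50mM Tris-HCl, 1mM EDTA, 1mM DTT, pH 7.5) received compound, then a probe mix of 5 nM fluorescein-DNA and 100nM Texas-615-DNA. Fluorescence polarization was read for both dyes.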
Vif-APOBEC3F blk = qHTS for Inhibitors of Vif-A3F Interactions: qHTS; Potency, µM (top dose mostly 46.1 µM), inactives show at the top dose activity, negative = active; HeLa A3F-eYFP + Vif (tagged APOBEC3F with the HIV-1 protein that degrades it), YFP fluorescence increase; actives 0.2% (n = 390,000); further: potency means the concentration at half of the fitted maximal effect; % of control where 0% means no effect; nearly all actives have a fitted effect of over 65% in size
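Fluorescence increase (Ex 488/Em 500-530) after overnight compound treatment at 37 deg C flags inhibition of Vif-driven A3F-eYFP loss in stable HeLa A3F-eYFP/Vif cells seeded overnight beforehand.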
RGS4 inh = Inhibitors of Regulator of G Protein Signaling (RGS) 4: qHTS | Regulator of G-protein signaling 4 (Homo sapiens), P49798 | AID 504845, 2011 | Potency, µM (series often up to 114 µM), for the others: at the highest dose activity change, negative = inhibition, most hits filed as inhibitors | actives 0.039% (n = 390,000) | Transcreener GDP fluorescence polarization, RGS4-accelerated GTP hydrolysis; further: potency means the concentration at half of the fitted maximal effect; on the % scale 0 is the no-effect control and ±100 the full control effect; nearly all actives have a fitted effect of over 75% in size; some results filed as inactive show a strong effect at the top dose
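MLSMR compounds (23 nl, pin-transferred) preincubated 10 min at room temperature with a 500nM (2x) first reagent, then RGS4 at 900nM (2x) plus Transcreener GDP mix added; fluorescence polarization (620/688 nm) read before and after 90 min at 30 °C.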
D2 antag = HTS Assay for Allosteric Antagonists of the Human D2 Dopamine Receptor: Primary Screen for Antagonists. D(2) dopamine receptor (Homo sapiens), P14416. HEK293 TREx D2 cells, calcium flux, dopamine EC80. inhibition, % at 10 µM. actives 2% (n = 340,000). AID 485344, 2010; in the data active means inhibition above about 30%; further: 0% is about no effect
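Antagonism is scored as inhibition of an EC80 dopamine-evoked calcium signal in a force-coupled, tetracycline-inducible HEK293 T-REx D2 line, with compound present 180 s before agonist.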
Vif-APOBEC3G blk = qHTS for Inhibitors of Vif-A3G Interactions: qHTS. DNA dC->dU-editing enzyme APOBEC-3G (Homo sapiens), Q9HC16. HeLa A3G-eYFP + Vif (tagged APOBEC3G with the HIV-1 protein that degrades it), YFP fluorescence, overnight. Potency, µM (highest dose often 46.1 µM), inactives show at the top dose activity, negative = active, hits mostly inhibitors. actives 0.076% (n = 410,000);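 further: potency means the concentration at half of the fitted maximal effect; on the % scale 0 is the no-effect control and ±100 the full control effect; nearly all actives have a fitted effect of over 60% in size; hits raise eYFP signal because A3G escapes Vif-driven loss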
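HeLa cells stably expressing Vif and C-terminally eYFP-tagged A3G, seeded overnight at 37 deg C, then exposed to compound by pintool overnight at 37 deg C. Rise in yellow fluorescence (Ex 488/Em 500-530, Acumen) marks blocked Vif-driven A3G degradation.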
ALOX12 inh = Primary qHTS assay for inhibitors of human arachidonate 12S-lipoxygenase (ALOX12): Round 2; Polyunsaturated fatty acid lipoxygenase ALOX12 (Homo sapiens), P18054; purified 12hLO, xylenol orange hydroperoxide absorbance; Potency, µM (series often up to 108 µM), inactives show top-dose activity change, negative = inhibition, actives largely listed as inhibitors; actives 1.1% (n = 580,000); further: potency means the concentration at half of the fitted maximal effect; on the % scale 0 is the no-effect control and ±100 the full control effect
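Hydroperoxide product was detected by ferrous iron/xylenol orange as the 573 to 405 nm absorbance ratio. Arachidonic acid at 40 uM (final) was turned over for 30 min at room temperature by 150 nM human 12hLO, pH 7.0 Hepes buffer, after 15 min compound preincubation.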
Active calls of the source: *; ? = inconclusive; / = no result given; & = joins results of further samples; [ ] = another dose, or the depositor's remark. Unless noted, the call rests on the fitted dose curve; in most records, active means well fitted curve in the direction sought with a large enough effect; inconclusive means small, poorly fitted or top-dose-only effect, or another doubt; inactive means no such curve, though single readings can be large; an effect the other way counts as inactive or inconclusive. Only part of the results is shown (hit frequency here may not be typical).

SMILES	LDHA inh	Glioma ERSR ind	D2 agonist	ERG-DNA inh	Vif-APOBEC3F blk	RGS4 inh	D2 antag	Vif-APOBEC3G blk	ALOX12 inh
O=C(Cn1cc(/C=C\[N+](=O)[O-])c2ccccc21)Nc1ccccc1	-2.2	-15.1%	3.7	4.0%	?	5.2%	7.0	?	?
COc1ccc(N(C)C(=O)Nc2ccc3c(c2)nnn3C)cc1	6.4	-2.7%	-0.3	-13.4%	-16.7%	-30.2%	9.1	0.1%	16.5%
CC(=O)c1ccc(NC(=O)COC(=O)CCC2CCCC2)cc1	-2.7	1.1%	/	1.3%	6.4%	3.4%	/	0.7%	-13.3%
COc1ccc(-c2cc3cc(F)ccc3cn2)cc1	0.6	-4.1%	/	-3.5%	4.9%	-6.3%	/	-3.4%	?
COC(=O)CSc1nc2sccc2c(=O)n1-c1ccccc1	-3.7	-0.2%	-0.8	9.2%	6.3%	-0.2%	8.4	-6.7%	-0.7%
CC1=CC(=O)C(Sc2ccc(C)cc2)=CC1=O	48.8	-12.8%	/	/	?	/	/	?	1.12µM*
Cc1ccc(C(=O)Nc2nc3ccc(Cl)cc3s2)o1	-4.3	-9.8%	/	5.1%	-4.8%	8.8%	/	-5.4%	?
COc1ccc(C2c3ccc(O)cc3Oc3ncn(Cc4ccco4)c(=N)c32)cc1OC (centres undefined)	-4.2	-5.8%	0.5	0.6%	1.0%	3.9%[11.4 µM]	-6.3	-14.5%	10.1%
Cc1cc(Cl)ccc1OCC(=O)Nc1cccnc1	-10.5	11.4%	-0.7	-9.2%	-5.3%	-3.6%	1.1	-6.6%	-17.6%
COc1ccc(CN2CCN(Cc3ccc4ccccc4c3)CC2)cc1OC	-34.2*	-2.9%	0.7	-3.6%	7.4%	-5.2%	4.5	-1.0%	?
CNC(=O)CN(C1CCCCC1)S(=O)(=O)c1ccc(OC)c(Cl)c1	-17.2	0.0%	0.4	-4.1%	-1.3%	1.8%	-0.9	-0.5%	25.3%
CCOc1ccccc1N(C)C(=O)c1c2c(nc3ccccc13)C(=O)N(C1CCCCC1)C2	-8.6	?	1.2	-0.1%	-2.3%	-22.0%	/	-0.6%	?
O=C(CSc1nnnn1-c1ccc2c(c1)OCO2)NCc1ccccc1	10.4	-0.1%	1.2	-0.1%	-3.9%	-21.1%	-16.6	?	-2.4%
NC(=O)C1CCN(C(=O)c2ccco2)CC1	-1.0	-2.5%	0.3	/	-0.5%	-1.0%	-10.9	1.2%	1.9%
Cc1ccc(C)c(NC(=O)COC(=O)Cc2ccsc2)c1	4.4	-1.2%	-0.6	-10.9%	-27.8%	-2.5%	-8.9	-2.0%	-5.1%
COCOCCn1cc(CN2CCS(=O)(=O)N(Cc3ccc(-c4ccc(Cl)cc4)cc3)C(C)C2=O)nn1 (centres undefined)	3.0	0.6%	/	/	-8.4%	/	/	-5.1%	-3.5%
CCCc1cc(-c2nc(-c3ccc(Br)cc3)cs2)ccn1	-1.5	0.6%	0.5	-3.2%	-9.5%	-13.9%	2.5	-0.7%	-13.7%
Cc1ccccc1-n1nnnc1SCC(=O)Nc1ccc(N2CCN(C)CC2)cc1	-0.3	-4.6%	0.0	3.1%	-4.1%	-16.6%[56.9 µM]	-0.2	3.7%	9.3%
CCCOc1ccc(-c2c(C(=O)N/N=C(\C)c3ccncc3)nnn2-c2nonc2N)cc1	-2.7	-5.3%	-0.8	1.4%	1.1%	14.0%[11.4 µM]	0.5	-11.2%	16.6%
O=C(Nc1nc(-c2ccccc2)cs1)C1CCCCN1S(=O)(=O)c1ccc(Cl)cc1 (centres undefined)	3.5	-2.8%	-0.6	1.7%	-1.2%	-15.4%	12.6	-2.1%	5.3%
Cc1cc(C(=O)Cn2nc(C(=O)O)c3ccccc3c2=O)c(C)n1-c1ccc(F)cc1	-2.7	-0.8%	0.1	2.2%	-5.0%	-19.1%	18.6	2.0%	-0.6%
O=C(Nc1ccccc1C(=O)N1CCCCC1)c1ccccc1C(F)(F)F	-6.2	-5.9%	-0.2	1.2%	1.9%	-3.7%	-0.3	0.8%	-10.5%
CC(=O)N1CCc2[nH]c3ccc(C)cc3c2C1	-4.0	3.5%	0.9	-2.9%	-6.9%	-7.7%	7.1	1.1%	-26.0%
COC(=O)C1=NNC2(c3ccc(C)cc3)C(=O)N(c3ccc(C)cc3)C(=O)C12 (centres undefined)	-12.1	-1.5%	0.2	7.0%	-1.6%	3.1%	-0.3	-0.1%	-19.5%
Cc1cc(C)n2nc(S(=O)(=O)N(C)c3ccccc3)nc2n1	-0.6	-4.7%	0.9	-2.0%	-18.9%	-3.5%	10.6	2.7%	355.8%[activator]
c1ccc2ccccc2c1	-5.1	-2.7%&-2.2%	-0.1	-1.8%	2.7%	11.3%	-6.1	-1.0%	-2.1%
Cc1cc(C)nc(NS(=O)(=O)c2ccc(NC(=O)CN3C(=O)S/C(=C\c4ccccc4)C3=O)cc2)n1	-9.3	-4.2%	-0.3	4.1%	-3.9%	-26.1%	-5.5	-16.7%	-6.8%

At a glance, some entries already given:
SMILES	LDHA inh	Glioma ERSR ind	D2 agonist	ERG-DNA inh	Vif-APOBEC3F blk	RGS4 inh	D2 antag	Vif-APOBEC3G blk	ALOX12 inh
O=C(Cn1cc(/C=C\[N+](=O)[O-])c2ccccc21)Nc1ccccc1	-2.2	-15.1%	3.7	4.0%	?	5.2%	7.0	?	?
COc1ccc(N(C)C(=O)Nc2ccc3c(c2)nnn3C)cc1	6.4	-2.7%	-0.3	-13.4%	-16.7%	-30.2%	9.1	0.1%	16.5%
CC(=O)c1ccc(NC(=O)COC(=O)CCC2CCCC2)cc1	-2.7	1.1%	/	1.3%	6.4%	3.4%	/	0.7%	-13.3%
COc1ccc(-c2cc3cc(F)ccc3cn2)cc1	0.6	-4.1%	/	-3.5%	4.9%	-6.3%	/	-3.4%	?
COC(=O)CSc1nc2sccc2c(=O)n1-c1ccccc1	-3.7	-0.2%	-0.8	9.2%	6.3%	-0.2%	8.4	-6.7%	-0.7%
CC1=CC(=O)C(Sc2ccc(C)cc2)=CC1=O	48.8	-12.8%	/	/	?	/	/	?	1.12µM*
Cc1ccc(C(=O)Nc2nc3ccc(Cl)cc3s2)o1	-4.3	-9.8%	/	5.1%	-4.8%	8.8%	/	-5.4%	?
COc1ccc(C2c3ccc(O)cc3Oc3ncn(Cc4ccco4)c(=N)c32)cc1OC (centres undefined)	-4.2	-5.8%	0.5	0.6%	1.0%	3.9%[11.4 µM]	-6.3	-14.5%	10.1%
Cc1cc(Cl)ccc1OCC(=O)Nc1cccnc1	-10.5	11.4%	-0.7	-9.2%	-5.3%	-3.6%	1.1	-6.6%	-17.6%
COc1ccc(CN2CCN(Cc3ccc4ccccc4c3)CC2)cc1OC	-34.2*	-2.9%	0.7	-3.6%	7.4%	-5.2%	4.5	-1.0%	?

Entries listed so far shown as hits in ALOX12 inh.
smiles	LDHA inh	ERG-DNA inh	RGS4 inh	D2 antag	ALOX12 inh
CC1=CC(=O)C(Sc2ccc(C)cc2)=CC1=O	48.8	/	/	/	1.12µM*

From PubChem
